Assay outcomes (PubChem BioAssay)
KLK7 zymogen act = proKLK7 zymogen activators, primary screen, biochemical, fluorescence intensity; Kallikrein-7 (Homo sapiens), P49862; purified proKLK7, EDANS-DABCYL substrate fluorescence; 100% is mature enzyme control, 0% vehicle; activation, % at 7 µM; hit rate 0.9% among 370,000; AID 652039, 2013;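 active = activation above the mean of all tested compounds plus 3 SD, computed per campaign excluding outliers beyond control limits, cut at about 13% in these data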
Target sequence (P49862 whole entry, looked up): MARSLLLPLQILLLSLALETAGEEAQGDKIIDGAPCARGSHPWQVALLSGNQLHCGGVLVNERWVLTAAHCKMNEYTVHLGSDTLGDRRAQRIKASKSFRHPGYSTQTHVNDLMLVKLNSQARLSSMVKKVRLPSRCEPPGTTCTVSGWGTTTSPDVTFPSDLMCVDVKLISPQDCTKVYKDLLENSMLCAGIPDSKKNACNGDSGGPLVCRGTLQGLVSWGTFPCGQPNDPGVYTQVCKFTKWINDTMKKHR
NPR1 activator = GC-A stimulated cGMP production enhancers – HEK293 GC-A cells, cGMP TR-FRET, EC30 ANP, primary screen; Atrial natriuretic peptide receptor 1 (Homo sapiens), P16066; 0% at EC30 ANP, 100% saturating ANP; activation, % at 10 µM; hit rate 0.14% among 370,000; in the data active = activation above about 40%
hgDAF12 agonist = H. glycines DAF-12 receptor agonists, primary screen, cell-based, luminescence, HEK293, GAL4 fusion, UAS-luciferase | Nuclear hormone receptor DAF-12 (Heterodera glycines), GAL4 fusion | hit rate 1.8% among 370,000 | HEK293 GAL4-hgDAF12 UAS-luciferase reporter, agonist luminescence; normalized to butyrate control | activation, % at 6.8 µM;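 active = activation above a cutoff set at the mean of all screened compounds plus 3 SD, cut at about 10% in these data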;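 note: 0% = DMSO wells and 100% = sodium butyrate wells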
sPLA2-III inh = human group III sPLA2 inhibitors, primary screen, biochemical, QFRET, BODIPY PC-A2 liposome substrate; QFRET BODIPY PC-A2 liposome hydrolysis, fluorescence; inhibition, % at 12.2 µM; hit rate 0.56% among 370,000; AID 743126, 2013;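 active = inhibition above mean plus 3 SD of compounds lying within the high and low control bounds, cut at about 19% in these data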;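 note: 0% = median of test compound wells and 100% = no enzyme DMSO wells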
hcDAF12 agonist = H. contortus DAF-12 nuclear receptor activators, primary screen, cell-based, luminescence, HEK293, lit1-tk-luc reporter; HEK293 hcDAF-12 lit1-tk-luc reporter; 0% DMSO, 100% Δ7-dafachronic acid; activation, % at 6.8 µM; hit rate 1.4% among 370,000;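 active = activation above the mean of all tested compounds plus 3 SD, cut at about 5.5% in these data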;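 note: 100% = response to 3 µM Δ7-dafachronic acid high control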
DAX1 inh-1 = DAX1 (NR0B1) inhibitors on StAR promoter, primary screen, cell-based, luminescence, SF-1 (NR5A1), full-length DAX-1; HEK293T StAR-luciferase reporter, SF-1/DAX-1 repression relief; inhibition, % at 6.8 µM; hit rate 1.1% among 370,000; AID 652010, 2013;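 active = inhibition above the mean over all tested compounds plus 3 SD, cut at about 3.6% in these data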;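 note: 0% = DAX-1 cells with DMSO and 100% = cells lacking DAX-1 with DMSO; higher inhibition means more luminescence from relief of DAX-1 repression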
GC-B act = human GC-B receptor activators, primary screen, HEK293 GC-B cells, cGMP TR-FRET, EC30 CNP; AID 1920062, 2024; 0% at EC30 CNP, 100% saturating CNP; hit rate 0.11% among 370,000; activation, % at 10 µM;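 active = activation at 10 µM reaching about 35% in either raw or pattern-adjusted values, limit read from the data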
FXN GAA850 act = FXN promoter activators, primary screen, cell-based, luciferase luminescence, HEK293 lucGAA850 | HEK293 lucGAA850 FXN promoter luciferase reporter, 24 h; percent of 10 µM SAHA response | activation, % at 6 µM | hit rate 0.56% among 360,000 | AID 540364, 2011;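 active = activation above the average of all compounds screened plus 3 SD, cutoff fixed separately per campaign, cut at about 7.5% in these data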;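 note: 0% = DMSO wells and 100% = 10 µM SAHA wells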
SMARCA2 activ = SMARCA2 (BRM) function activators, primary screen, cell-based, luminescence, high throughput; MG213 cells, MMTV-luciferase reporter, dexamethasone, overnight; activation, % at 9.1 µM; hit rate 1% among 370,000; in the data active = activation above about 7.8%;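 note: 0% = vehicle wells and 100% = reference activator wells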
DAX1 inh-2 = DAX1 (NR0B1) inhibitors, primary screen, cell-based, HEK293, Gal4-DAX1, luciferase luminescence | Nuclear receptor subfamily 0 group B member 1 (Homo sapiens), P51843 | HEK293 Gal4-DAX1 luciferase reporter | inhibition, % at 6.75 µM | hit rate 0.99% among 340,000 | AID 504766, 2011;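 active = inhibition above the mean over all tested compounds plus 3 SD, cut at about 4.2% in these data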;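 note: 0% = DAX1-transfected cells with DMSO and 100% = empty-vector control cells with DMSO; inhibition shows as a rise in luminescence from relieved DAX1 repression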
Target sequence (P51843 207-470 limits assumed): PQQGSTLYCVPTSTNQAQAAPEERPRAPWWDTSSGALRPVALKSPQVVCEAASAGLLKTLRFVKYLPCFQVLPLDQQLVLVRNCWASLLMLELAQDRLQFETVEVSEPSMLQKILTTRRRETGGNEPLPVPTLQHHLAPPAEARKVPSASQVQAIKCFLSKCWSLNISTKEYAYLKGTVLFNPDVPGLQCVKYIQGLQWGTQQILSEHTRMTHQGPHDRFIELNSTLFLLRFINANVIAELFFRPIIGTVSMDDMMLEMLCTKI
ssDAF12 agonist = S. stercoralis DAF-12 nuclear receptor activators, primary screen, cell-based, luminescence, HEK293, GRIP1 co-expression, lit1-tk-luc. Nuclear hormone receptor DAF-12 (Strongyloides stercoralis). HEK293 ssDAF-12/GRIP1 lit1-tk-luc reporter; % of 3 µM dafachronic acid response. activation, % at 6.8 µM. hit rate 1% among 370,000. AID 652126, 2013;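 active = activation above the mean over all tested compounds plus 3 SD, cut at about 0.9% in these data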;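 note: 0% = DMSO-only wells and 100% = 3 µM delta7-dafachronic acid wells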
An asterisk follows results filed as active; · = no result given.

molecule,hgDAF12 agonist,ssDAF12 agonist,FXN GAA850 act,DAX1 inh-2,hcDAF12 agonist,DAX1 inh-1,GC-B act,sPLA2-III inh,SMARCA2 activ,KLK7 zymogen act,NPR1 activator
CS(=O)(=O)N(CC(=O)NC1CCCC1)c1ccc2c(c1)OCCO2,-0.8,-1.3,-1.3,0.3,-1.7,0.5,7,3,1,0.2,0
Cc1cc(=O)[nH]c(N/N=C/c2ccc(Cl)cc2Cl)n1,0.4,-0.1,0.9,0.5,1.0,-0.1,-2,4,-2,0.2,-25
CCOC(=O)N1CCC(NS(=O)(=O)c2cc(Br)cc3c2N(C(=O)CC)CC3)CC1,-1.2,-1.9,-0.6,-1.4,-1.5,-1.1,0,6,-2,0.1,0
O=C(NNC(=O)c1ccccc1Br)c1ccc2nc[nH]c2c1,-0.6,-0.6,2.6,1.0,0.3,2.1,3,5,-1,0.0,0
Cc1cccc(Nc2nc(N)c([N+](=O)[O-])c(NCc3ccccc3)n2)c1,-4.8,-2.1,1.1,·,-3.0,-0.8,7,-11,-4,-0.6,20
CC1CCCN(Cc2nc3c(c(=O)n(C)c(=O)n3C)n2CC(=O)c2ccccc2)C1 (stereo unspecified),-0.6,-1.4,-2.2,2.6,-1.9,-0.2,-1,9,-3,-0.5,-4
COc1ccccc1C1CN(c2ccc(F)cc2F)N=C1c1cccs1 (stereo unspecified),-0.7,-0.7,-1.4,0.3,0.0,0.8,-2,10,0,-232,5
CCC(C)c1ccc(OCC(=O)O)cc1 (stereo unspecified),-1.0,-0.9,0.8,0.5,-0.6,0.9,1,4,-2,0.5,2
O=C(NCc1cccnc1)c1ccc(S(=O)(=O)Nc2ccccc2)cc1,-1.2,-0.6,0.3,1.9,-0.5,-1.0,-5,0,0,0.6,-1
Cc1ccc(-n2c(SCC(=O)NCCN3C(=O)CSC3=O)nnc2-c2ccccc2)cc1,-0.9,-1.4,0.0,0.2,-0.9,0.1,-7,-22,-3,0.3,-4
Cc1ccc(OCC(=O)N/N=C\c2ccc(-c3cccc(C(=O)O)c3)o2)c(C)c1,5.1,-1.1,3.4,-0.9,0.0,2.1,-10,-21,3,0.9,-2
NC(=O)CC(NC(=O)Cc1ccc(Br)cc1)c1ccc(N2CCC(N3CCCCC3)CC2)c([N+](=O)[O-])c1 (stereo unspecified),2.3,-1.2,-1.0,2.2,-1.0,-0.1,-1,-7,2,-0.8,2
CC1(C)CC(=O)CC2(C1)NCC(c1ccccc1)c1c2[nH]c2ccccc12 (stereo unspecified),-0.4,-1.6,-2.6,0.9,-1.5,-0.3,-19,-17,8.7*,0.3,20
CSC(=NCc1ccc(F)cc1)NS(=O)(=O)c1cccs1,-1.4,0.3,-0.7,-1.1,2.7,0.1,-1,0,-3,-0.6,0
O=C(CSc1nncs1)Nc1ccc(Cl)cn1,-0.1,-1.4,3.0,-1.4,-0.1,-0.3,0,0,-2,0.1,-2
COc1cc2c(c(OC)c1OC)-c1c(cc3c(c1OC)OCO3)C[C@H](C)[C@@](C)(O)C2,-1.7,-1.2,-1.9,0.0,0.0,1.1,-3,3,-5,0.2,-5
CC(=O)Nc1ccc(S(=O)(=O)NCc2ccc3c(c2)cc(C)n3C)cc1,-4.6,-0.4,-2.0,0.2,-0.2,-1.6,2,10,-2,-1.6,1
ON=C1CCN(c2ncc(C(F)(F)F)cc2Cl)CC1,2.3,-0.9,1.5,-2.4,0.7,0.0,-1,8,-4,0.3,5
O=P(OC1CCCCC1)(OC1CCCCC1)C(O)c1c(Cl)cccc1Cl (stereo unspecified),2.0,-1.0,4.2,0.3,-0.9,-0.2,-9,3,-4,-0.7,-14
COc1ccc(C2C(=O)N(C3CCCCCC3)CC(=O)N2Cc2ccccc2)cc1OC (stereo unspecified),-0.3,-2.2,1.5,-0.2,-0.9,0.3,1,1,0,-0.1,1
COc1ccc2ccccc2c1C1CC(=O)N2CN(Cc3ccco3)CSC2=C1C#N (stereo unspecified),-3.0,-2.2,-1.3,-0.4,-1.1,-0.8,6,-16,-5,0.2,0
O=C(NNC(=O)c1ccc(-c2ccccc2)cc1)Nc1ccc(F)cc1F,1.7,0.0,-1.9,-0.3,-2.1,-0.2,-3,0,-1,0.3,-1
COC(=O)c1ccc(S(=O)(=O)N2CCCN(Cc3ccc(F)cc3)CC2)n1C,-5.1,-1.9,1.5,-2.5,-2.2,-0.7,4,11,-6,-0.2,-4
Cn1cc(CNC(=O)C23CC4CC(CC(C4)C2)C3)cn1,0.8,-1.5,2.0,-0.8,1.1,0.3,5,5,7,-0.2,-2
O=C(CC1C(=O)NCCN1C(=O)Nc1ccccc1)Nc1ccc(F)cc1 (stereo unspecified),1.3,-1.0,2.3,0.3,-0.1,0.7,1,-1,-1,0.3,-2
O=C(Nc1ccc2c(c1)OCO2)c1cc(C2CCCN(C(=O)C3CCCCC3)C2)on1 (stereo unspecified),-1.6,-1.4,-0.9,·,-1.4,-1.7,4,-9,-6,0.3,3
CC(=O)NC(CC(=O)NNC(=O)c1cccs1)c1ccccc1 (stereo unspecified),1.4,-0.2,2.6,1.0,0.5,1.3,-2,2,-2,-0.6,0
CSc1nnc(C)c(=O)n1COC(=O)c1ccccc1,1.0,-1.4,-2.1,3.0,-0.3,-0.3,1,-1,-2,0.1,0
CC1(C(=O)NS(=O)(=O)c2cccs2)CCN1C(=O)Cc1ccccc1 (stereo unspecified),0.6,-1.2,0.9,·,-1.0,1.2,-1,-3,-3,0.2,2
CC1CN(c2ccc([N+](=O)[O-])cc2Cl)CCN1S(C)(=O)=O (stereo unspecified),-2.8,-1.5,0.2,0.6,0.2,-1.1,1,1,-2,-0.1,0
C=CCn1c(=O)c2c(nc3n2CCS3)n(C)c1=O,-0.8,-1.9,2.1,-0.5,-0.3,-0.1,3,6,3,-0.5,1
COc1ccc(NS(=O)(=O)c2ccc(C(=O)N(C)Cc3cccs3)cc2)cc1,-2.7,-1.4,-2.3,-1.1,-2.0,-1.8,-1,-17,0,-0.1,-1

Part of the list above, limited to hcDAF12 agonist and hgDAF12 agonist.
Molecule,hcDAF12 agonist,hgDAF12 agonist
O=C(CC1C(=O)NCCN1C(=O)Nc1ccccc1)Nc1ccc(F)cc1 (stereo unspecified),-0.1,1.3
O=C(Nc1ccc2c(c1)OCO2)c1cc(C2CCCN(C(=O)C3CCCCC3)C2)on1 (stereo unspecified),-1.4,-1.6

Following part.
molecule,hgDAF12 agonist,ssDAF12 agonist,FXN GAA850 act,DAX1 inh-2,hcDAF12 agonist,DAX1 inh-1,GC-B act,sPLA2-III inh,SMARCA2 activ,KLK7 zymogen act,NPR1 activator
O=C(CCc1ccc(S(=O)(=O)N2CCOCC2)cc1)OCC(=O)c1ccccc1,-0.9,-1.3,0.1,2.7,2.2,-0.2,5,2,-1,0.0,0
CC1=Nn2c(nnc2-c2ccccn2)SC1,-0.3,-1.2,-0.2,0.8,-1.4,0.1,-1,-4,-2,-0.7,1
O=C(NCCO)c1nc(C(=O)c2ccc(Cl)cc2)c2ccccc2n1,-0.4,-0.4,-0.5,0.2,1.3,0.1,1,1,-1,-0.1,-3
CC(=O)N1c2ccc(S(=O)(=O)N3CCCC(C(=O)NCc4ccc(Cl)cc4)C3)cc2CC1C (stereo unspecified),-0.3,-1.4,-1.0,-1.3,-2.9,-0.5,5,-2,0,-0.2,0
Cc1ccc(OCCNC(=O)Cc2ccc(F)cc2)cc1,-1.2,-1.1,-1.5,3.2,-0.5,-0.3,2,-2,0,-0.1,-2
CCOc1ccccc1-c1nc(CN2CCCC2c2nccs2)c(C)o1 (stereo unspecified),3.2,-0.6,1.9,0.0,-0.1,-0.4,-2,-4,0,-0.1,1
COc1ccc2c(c1)c1nc3n(c(=O)c1n2CC(=O)Nc1cc(C)[nH]n1)CCS3,3.8,-1.2,·,·,0.4,0.8,0,-2,2,-0.5,-2
Cc1nn(C2CCS(=O)(=O)C2)c(C)c1C=O (stereo unspecified),-0.8,-1.4,1.0,0.5,-0.5,-0.8,2,-1,-1,0.5,5
CCNS(=O)(=O)c1ccc(CCC(=O)N2CCN(c3cc(Cl)ccc3C)CC2)cc1,-3.5,-1.4,-1.3,-5.0,-3.1,-1.9,-1,-3,-1,0.3,-7
Cc1nc(C)n(CCNS(=O)(=O)c2ccc(C)c(C)c2)n1,-0.9,-0.7,0.3,-0.4,-1.0,0.1,-4,0,-4,0.3,1
Cc1cc(C)c2cc(CN(CCO)Cc3nnnn3Cc3ccccc3)c(=O)[nH]c2c1,-1.4,-1.5,3.2,-0.2,-0.9,0.2,-12,-5,0,1.9,-5
Cc1nn(CCOc2ccc(Br)cc2)c(C)c1[N+](=O)[O-],0.0,-2.2,2.0,-0.6,-1.3,-0.3,-8,-7,-3,0.0,-6
